Compound activity as filed in PubChem BioAssay.
SDO1 yeast rescue – restores growth of sdo1-depleted yeast. S. cerevisiae sdo1-depleted JHY4D growth rescue, OD600 30 h; stronger effect = higher value; pdr5 snq2 efflux-pump mutant strain. z-score at 10 µM. 0.21% of 140,000 active;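 active means z-score above 3 at both the 24 hr and the 30 hr optical density reads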;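 further: z-score against mean and SD of all compound wells on the same plate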
INS promoter inh – TRM-6 insulin promoter activity inhibition; inhibition, % at 2 µM; 0.9% of 130,000 active; TRM-6 cells (human fetal islet line), insulin promoter-eGFP reporter, imaging; reporter expression induced with tamoxifen;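 active means inhibition above the mean plus 3 SD, with well images judged a real hit on visual review, cut at about 60% in these data, passing the limit was not always enough; inconclusive means inhibition over the cutoff but images rejected on review; inactive means inhibition not above the cutoff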
SDO1 yeast rescue Rescue 24 h – second read-out of SDO1 yeast rescue, no call of its own (marks repeat the call); z-score; S. cerevisiae sdo1-depleted JHY4D growth rescue, OD600; measured here: growth rescue at 24 h;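 0 is the plate mean of compound wells and units are plate SD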
* marks the source's active call; other numbers are inactive results; ? = inconclusive; · = not tested or not shown; [ ] = dose if it differs, or a comment.

SMILES | SDO1 yeast rescue | SDO1 yeast rescue Rescue 24 h | INS promoter inh
CC(=O)N1CCN(S(=O)(=O)c2cccc(C(=O)Nc3nc4ccccc4[nH]3)c2)CC1 | 0.96 | 0.51 | 0
O=c1oc(-c2ccccc2Cl)nc2ccsc12 | -0.44 | -0.42 | ·
CCOC(=O)CC(C#N)c1cn(C)c2ccccc12 (configuration not stated) | 2.8 | 1.9 | -25
CCOC(=O)N1CCN(c2c(NCCN3CCN(Cc4ccccc4)CC3)c(=O)c2=O)CC1 | 0.56 | 0.48 | ·
Clc1ccc(-c2nnc3sc(-c4ccc(Br)o4)nn23)c(Cl)c1 | -0.4 | 1.5 | ·
CCOC(=O)c1c(NC(=O)CSc2nnc(CNc3ccc(F)cc3)o2)sc(C(C)=O)c1C | 0.14 | 0 | -57
Cn1c2c(c(=O)n(C)c1=O)C(NS(=O)(=O)c1ccc(Cl)cc1)(C(F)(F)F)C(=O)N2 (configuration not stated) | 0.75 | 0.96 | -12
N#CC1(Cc2ccccc2Cl)c2ccccc2C=CN1C(=O)c1ccccc1 (configuration not stated) | -0.95 | -0.74 | -43
CCCCOC(=O)c1ccc(Nc2ncnc3nc[nH]c23)cc1 | -1.4 | 0.18 | ·
Cc1ccc(C)c(CN2CCCN(C(=O)Cn3ncc4c3-c3ccccc3OC4)C2)c1 | 0.01 | 0.69 | ·
CCC(C)Nc1ncnc2c1cnn2Cc1ccc(Cl)cc1 (configuration not stated) | -1.3 | -1.4 | ·
O=S(=O)(Nc1ccc(Cc2ccncc2)cc1)c1ccc(Cl)cc1 | · | · | 12
O=c1oc2ccccc2c(Nc2cccc3cccnc23)c1[N+](=O)[O-] | · | · | 18
COCCNc1oc(-c2ccccc2Cl)nc1C#N | 0.65 | 0.19 | ·
CN(C)c1nccc(Nc2ccccc2)c1C#N | 0.75 | 1.7 | -117
Cc1cccc(NS(=O)(=O)c2cc(C(=O)N3CCc4ccccc4C3)ccc2Cl)c1C | -1.5 | -1.3 | -29
COc1ccccc1C1/C(=C(/O)c2ccc(C)cc2)C(=O)C(=O)N1Cc1ccco1 (configuration not stated) | 0.32 | 0.21 | ·
COc1ccc(/C=N/NC(=O)C2C(=O)NCC2c2ccccc2)c(OC)c1 (configuration not stated) | 0.07 | -1.2 | 0
Cc1onc(-c2ccccc2Cl)c1C(=O)N1CCN(C/C=C/c2ccccc2)CC1 | -0.31 | 0.43 | -12
CCC1=[N+](C)CCn2c(C)ccc21 | 0.26 | -0.12 | 13
COc1cc(NC(=O)c2cc(C(C)C)on2)c(OC)cc1Cl | -1.2 | -0.4 | -8
CC(=O)Nc1cc2c(cc1C(C)=O)OCCO2 | 1.6 | 1.3 | 0
O=C(NNc1ccc([N+](=O)[O-])cc1)C1C2CCCCC21 (configuration not stated) | 0.37 | 0.18 | ·
COc1ccc(OCCC(=O)OCC(=O)Nc2ccc(Br)cc2)cc1 | 0.84 | 0.98 | ·
COCCCNC(=O)C1CCN(S(=O)(=O)c2c(C)noc2/C=C\c2ccc(OC)cc2)CC1 | -0.61 | 0.12 | 19
COc1ccc(OC)c(/C=N/NC(=O)CSc2nnc(C)n2-c2ccccc2)c1 | -0.13 | -0.97 | -28
COc1cc2[nH]c(=O)n(CCC(=O)N3CCc4ccccc4C3)c(=O)c2cc1OC | 1.5 | -0.02 | -32
COc1ccc(C(=O)Nc2ccc(Oc3nc(C)nc4sc(-c5ccccc5)cc34)cc2)cc1OC | -0.1 | 0.96 | ·
c1ccc(-n2ncc3c(NCCN4CCCCC4)ncnc32)cc1 | 0.15 | 0.01 | ·
Cc1c(/C=C(\C#N)c2nn(-c3ccccc3)c(N)c2C#N)c2ccccc2n1Cc1ccc(F)cc1 | 0.21 | 1.6 | -25
CCCN1C(=O)C2(C(C(=O)c3ccc(C)o3)=C(O)C(=O)N2CCCN2CCOCC2)c2ccccc21 (configuration not stated) | 0.55 | 0.03 | 42
CCOC(=O)/C(=N\Nc1cc(Cl)ccc1Cl)N1CCN(C)CC1 | -0.92 | -1.6 | -16
O=C(ON=C1CCN(S(=O)(=O)c2ccccc2)CC1)c1ccc(F)cc1 | -0.12 | -0.01 | 54
CCOC(=O)/C=C1\SCC(=O)N1CC(=O)NC1CCCCC1 | 0.91 | 1.2 | -23
CC1CCN(c2ccc(C(=O)O)cc2N)CC1 | -0.41 | -0.55 | 45
Fc1ccccc1N1CCN(c2nnnn2-c2ccccc2)CC1 | · | · | -36
Cc1nc(NCc2ccccc2)c(C(N)=O)c2c1COC(C)(C)C2 | 0.25 | -0.44 | -13
CC(=O)Nc1ccc(NC(=O)CSc2ccc(-c3ccc4c(c3)OCO4)nn2)cc1 | 0.23 | -0.01 | 19
CC(=O)Nc1ccc(S(=O)(=O)N(CCO)Cc2ccccc2)cc1 | 0.05 | 0.13 | 29
CCOC(=O)Cc1csc(NC(=O)CSc2nnc(C(C)C)n2C)n1 | -0.5 | -0.97 | 31
CC(=O)Nc1nnc(SCC(=O)NCC2CCCO2)s1 (configuration not stated) | 0.15 | -0.44 | ·
COc1cc2c(cc1OC)C(C)N(C(=O)c1cc3c(s1)-c1ccccc1OC3)CC2 (configuration not stated) | -1.5 | -1.2 | 17
Cc1ccc(NCc2nnc(SCC(=O)N(Cc3ccccc3)C(C)(C)C)o2)c(C)c1 | -1.3 | 0.01 | -23
CCCn1c(CC)nc([N+](=O)[O-])c1Sc1ccc(F)cc1 | -0.15 | -0.19 | ·
COc1ccc(C(CC(=O)Nc2ccc(F)cc2)c2ccccc2)cc1 (configuration not stated) | -1.9 | -1.5 | -30
CC(C)(CSc1ccccn1)NS(=O)(=O)c1ccc(Cl)cc1 | -1.5 | -1.1 | ?
CCN(CC)c1ccc(C(=S)N2CCN(c3ccccc3)CC2)cc1 | 0.07 | 3.4 | ·
CC(=O)c1ccc(N2CCN(C(=S)Nc3ccccc3F)CC2)cc1 | 0.27 | -0.54 | ·
CCOC(=O)c1cnn(-c2ccccc2)c1N | 0.66 | 1 | 28
Cc1nc(SCC(=O)NC(C)c2ccccc2)c2oc3ccccc3c2n1 (configuration not stated) | -0.93 | -0.5 | 40
CCCCCC(=O)N1CC2(CC(c3cccc(NC(=O)c4ccccc4)c3)=NO2)C[C@@H]1C(N)=O (some centres not stated) | 0.46 | -0.27 | ·
Cc1nc(-c2ccc(C(=O)Nc3ccccc3F)cc2)cs1 | · | · | 0
CC(=O)c1ccc(OCCCC(=O)Nc2cc(S(=O)(=O)N(C)C)ccc2C)cc1 | 0.1 | -0.32 | 19
O=S(=O)(c1ccc(Cl)cc1)c1cnc2ccccc2n1 | · | · | 64
COc1ccc(NC(=O)N2CCCc3ccccc32)cc1 | -0.33 | -0.03 | ·
Cc1cccc(C(=O)NCC(=O)N2CC(=O)Nc3ccccc32)c1 | · | · | 4
COc1ccc(-c2cc(-c3ccc(F)cc3)nc(N3CCN(C)CC3)n2)cc1 | -3[12.4 µM] | -2.7 | -100
O=C1CC(N(CCc2ccccc2)C(=S)Nc2ccccc2)C(=O)N1c1ccccc1 (configuration not stated) | -1.6 | -1.1 | -37
CC(Oc1ccc(F)cc1)C(=O)Nc1ccc2ccccc2c1 (configuration not stated) | -1 | -0.65 | ·
O=C(CCc1ccccc1)Nc1ccccc1C(F)(F)F | · | · | 0

Next section:
SMILES | SDO1 yeast rescue | SDO1 yeast rescue Rescue 24 h | INS promoter inh
CCCCNC(=O)C1CC(=O)N(C2CCCC2)C1 (configuration not stated) | 1.4 | 1.7 | -15
COc1cc(C2NC(=O)NC(O)(C(F)(F)F)C2C(=O)c2ccc(Cl)cc2)ccc1O (configuration not stated) | 0.29 | 0.61 | 18
COc1ccc(C(=O)OCC(N)=O)cc1[N+](=O)[O-] | 1 | 0.86 | -3
O=C(CN(Cc1ccccc1Cl)C(=O)Cn1nnc(-c2cccs2)n1)NCC1CCCO1 (configuration not stated) | 2.5 | 0.46 | -35
Cc1ccccc1OCCCCCNCCO | 0.06 | 0.35 | 9
CSc1ccccc1C(=O)NCc1ccccc1 | · | · | 33
COc1cccc(C2CC(=O)N3CN(c4ccccc4F)CSC3=C2C#N)c1 (configuration not stated) | 0.85 | 0.35 | ·
Cc1cc2occ(CC(=O)NC3CCCc4ccccc43)c2cc1C (configuration not stated) | -0.99 | -0.57 | -20
CCOC(=O)c1cc(-c2ccc(C)cc2)n(CCC(=O)NCCN(C)C)c1C | -0.11 | -0.07 | ·
O=C(c1ccccc1NS(=O)(=O)c1ccc(F)cc1)N1CCCC1 | -0.2 | -0.78 | 33
O=C(c1cc2sccc2n1Cc1ccc(F)cc1)N1CCCc2ccccc21 | -2 | -1.4 | -28
Cn1c(Cn2cnc([N+](=O)[O-])n2)nnc1SCC(=O)Nc1ccccc1 | 1.1 | 1 | -48
COc1cc(C(=O)Nc2ccccc2C2COC(=O)C2=N)cc(OC)c1OC (configuration not stated) | 0.35 | 0.73 | 5
Cc1cc(C)cc(Oc2ncnc3c2ncn3Cc2c(Cl)cccc2Cl)c1 | -0.92 | -1.7 | 20
COC(=O)C1(C(O)C(=O)c2ccc(C)cc2C)CCCCC1 (configuration not stated) | -0.55 | -0.24 | -100
Cc1c(C(=O)Nc2ccccc2Cl)oc2ccc(S(=O)(=O)N3CCC4(CC3)OCCO4)cc12 | -1.2 | 0.38 | 62
COCCN1C=C(C(=O)OC)C(c2ccccc2C(F)(F)F)C(C(=O)OC)=C1 | -0.77 | -0.76 | -17
FC(F)(F)c1cc(C(F)(F)F)n2nc(-c3sccc3-n3cccc3)cc2n1 | -1.1 | -0.6 | 32
COc1ccc(-n2nnnc2SCC(=O)NC(=O)Nc2ccc3c(c2)OCCO3)cc1 | -0.49 | 0.51 | -12
O=S(=O)(c1ccccc1)N1CCN(CC2CC3C=CC2C3)CC1 (configuration not stated) | · | · | 32
Cc1cc(=O)oc2cc(OCCCN3C(=O)c4ccccc4C3=O)ccc12 | -1 | -0.06 | ·
CCN(CC)CCOc1c(C)cccc1Cl | · | · | 27
O=C1CN(C(=O)CSc2nnc(Nc3ccccc3)s2)c2ccccc2N1 | 1.2 | 1.5 | 52
CC(C)CNc1nc(=S)nc(N(C)C)[nH]1 | 1.6 | 1.8 | ·
COc1cc(-c2nnc(SCC(=O)N3c4ccccc4Sc4ccccc43)o2)cc(OC)c1OC | -0.51 | 0.66 | ?
c1ccc(-c2nc(N3CCN(c4ccccc4)CC3)nc(-n3ccnc3)n2)cc1 | -1.8 | 0.37 | ·
Cc1cc(C)nc(N2CCCC(C(=O)NCc3ccc4c(c3)OCO4)C2)n1 (configuration not stated) | · | · | 28
Cc1cc(NC(=O)CCC(=O)N(Cc2cccs2)C(C(=O)NC2CCCC2)c2ccccc2)no1 (configuration not stated) | 0.21 | 0.63 | -95
CCCCSc1nc(C)c(CC(=O)O)c(=O)[nH]1 | 0.04 | -0.12 | ·
COc1ccccc1NC(=S)N1CCN(Cc2ccccc2)CC1 | 0.58 | 0.29 | 42
CC(NC(=O)C(=O)NN=C1CCCCCCCCCCC1)c1ccccc1 (configuration not stated) | 0.22 | -0.7 | ·
CC(C)C(C)NC(=O)COc1ncnc2ccccc12 (configuration not stated) | -0.34 | -0.82 | ·
Cc1cccc(NC(=S)NCCSc2ccc(Cl)cc2)c1 | · | · | -7
O=C(Nc1ncc(Cc2ccc(Cl)cc2Cl)s1)c1ccc([N+](=O)[O-])cc1 | -0.29 | 0.54 | -26
COc1ccc(Cl)cc1NC(=S)NCc1ccc(S(N)(=O)=O)cc1 | 0.49 | 0.32 | -16
O=S(=O)(N1CCOCC1)n1c(Cc2ccccc2)nc2ccccc21 | -0.83 | -0.88 | 70*

Among those listed so far, these contain an aryl thioether with sulfur outside any ring:
SMILES | SDO1 yeast rescue | SDO1 yeast rescue Rescue 24 h | INS promoter inh
CCOC(=O)c1c(NC(=O)CSc2nnc(CNc3ccc(F)cc3)o2)sc(C(C)=O)c1C | 0.14 | 0 | -57
COc1ccc(OC)c(/C=N/NC(=O)CSc2nnc(C)n2-c2ccccc2)c1 | -0.13 | -0.97 | -28
CC(=O)Nc1ccc(NC(=O)CSc2ccc(-c3ccc4c(c3)OCO4)nn2)cc1 | 0.23 | -0.01 | 19
CCOC(=O)Cc1csc(NC(=O)CSc2nnc(C(C)C)n2C)n1 | -0.5 | -0.97 | 31
CC(=O)Nc1nnc(SCC(=O)NCC2CCCO2)s1 (configuration not stated) | 0.15 | -0.44 | ·
Cc1ccc(NCc2nnc(SCC(=O)N(Cc3ccccc3)C(C)(C)C)o2)c(C)c1 | -1.3 | 0.01 | -23
CCCn1c(CC)nc([N+](=O)[O-])c1Sc1ccc(F)cc1 | -0.15 | -0.19 | ·
CC(C)(CSc1ccccn1)NS(=O)(=O)c1ccc(Cl)cc1 | -1.5 | -1.1 | ?
Cc1nc(SCC(=O)NC(C)c2ccccc2)c2oc3ccccc3c2n1 (configuration not stated) | -0.93 | -0.5 | 40
CSc1ccccc1C(=O)NCc1ccccc1 | · | · | 33
Cn1c(Cn2cnc([N+](=O)[O-])n2)nnc1SCC(=O)Nc1ccccc1 | 1.1 | 1 | -48
COc1ccc(-n2nnnc2SCC(=O)NC(=O)Nc2ccc3c(c2)OCCO3)cc1 | -0.49 | 0.51 | -12
O=C1CN(C(=O)CSc2nnc(Nc3ccccc3)s2)c2ccccc2N1 | 1.2 | 1.5 | 52
COc1cc(-c2nnc(SCC(=O)N3c4ccccc4Sc4ccccc43)o2)cc(OC)c1OC | -0.51 | 0.66 | ?
CCCCSc1nc(C)c(CC(=O)O)c(=O)[nH]1 | 0.04 | -0.12 | ·
Cc1cccc(NC(=S)NCCSc2ccc(Cl)cc2)c1 | · | · | -7
